# HEK293 tox = qHTS of GLP-1 Receptor Inverse Agonists: Cytotox Screen. HEK293 cAMP-luciferase reporter cells, luminescence, 24 h. Potency, µM (series often up to 38.3 µM), for inactives: at the highest dose activity change, negative = inhibition, usual class: inhibitors. actives 0.13% (n = 410,000);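 further: loss of luciferase light is scored as toxicity; potency means the concentration at half of the fitted maximal effect; on the % scale 0 is the no-effect control and ±100 the full control effect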
#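 A 23 nL compound transfer followed 12 hours of cell culture at 37 deg C; exposure then lasted 24 hr. Luciferase assay detection reagent was dispensed and plates read for luminescence after a 12 min room-temperature wait.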
# PLK1 PBD block = qHTS for Inhibitors of PLK1-PDB (polo-like kinase 1 - polo-box domain): Primary Screen | actives 2.8% (n = 360,000) | Potency, µM, for inactives: max response, negative = inhibition, most hits filed as inhibitors | Plk1 PBD binding of FITC phosphopeptide, fluorescence polarization | Serine/threonine-protein kinase PLK1 (Homo sapiens), P53350 | AID 720504, 2013; further: potency means the concentration at half of the fitted maximal effect; series mostly up to about 57 µM; on the % scale 0 is the no-effect control and ±100 the full control effect; nearly all actives have a fitted effect of over 65% in size
# GLP-1R inv ag = qHTS of GLP-1 Receptor Inverse Agonists (Inhibition Mode). Potency, µM (top dose mostly 38.3 µM), without a hit: top-dose activity change, negative = inhibition, usual class: inhibitors. HEK293 GLP-1R CRE-luciferase, luminescence, 24 h; GLP-1R form is constitutively active. Glucagon-like peptide 1 receptor (Homo sapiens), P43220. AID 624417, 2012. actives 1.6% (n = 410,000); further: potency means the concentration at half of the fitted maximal effect; on the % scale 0 is the no-effect control and ±100 the full control effect; nearly all actives have a fitted effect of over 55% in size
#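 Constitutively active GLP-1R drives a cAMP-responsive luciferase in stably transfected HEK293 cells; test compounds are added after overnight (12 h) attachment and left 24 hr, and signal loss in luminescence marks inhibition.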
# PI5P4Ka inh = qHTS for Inhibitors of phosphatidylinositol 5-phosphate 4-kinase (PI5P4K). actives 1.2% (n = 330,000). Phosphatidylinositol 5-phosphate 4-kinase type-2 alpha (Homo sapiens), P48426. max response, %. AID 652105, 2013. PI5P4Kalpha enzyme, ADP-Glo luminescence, 60 min; active compounds read low; active means max response of -50% or lower; inconclusive means between -30% and -50%; inactive means -30% or higher; further: value at the top dose of about 77 µM; on the % scale 0 is the no-effect control and ±100 the full control effect
#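 Luminescence from ADP-Glo served as readout of PI5P4Kalpha activity in a qHTS format. Reaction: enzyme, substrate, compound, ATP at 5 microM final, 60 min at RT.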
# WRN helicase inh = qHTS for Inhibitors of WRN Helicase. WRN helicase unwinding, fluorescent forked duplex, kinetic. Potency, µM (titrated, usually from 114 µM), without a hit: top-dose activity change, negative = inhibition, actives largely listed as inhibitors. actives 0.46% (n = 360,000). AID 651768, 2012; further: potency means the concentration at half of the fitted maximal effect; on the % scale 0 is the no-effect control and ±100 the full control effect; nearly all actives have a fitted effect of over 55% in size
# Target sequence (Q14191 whole entry, looked up): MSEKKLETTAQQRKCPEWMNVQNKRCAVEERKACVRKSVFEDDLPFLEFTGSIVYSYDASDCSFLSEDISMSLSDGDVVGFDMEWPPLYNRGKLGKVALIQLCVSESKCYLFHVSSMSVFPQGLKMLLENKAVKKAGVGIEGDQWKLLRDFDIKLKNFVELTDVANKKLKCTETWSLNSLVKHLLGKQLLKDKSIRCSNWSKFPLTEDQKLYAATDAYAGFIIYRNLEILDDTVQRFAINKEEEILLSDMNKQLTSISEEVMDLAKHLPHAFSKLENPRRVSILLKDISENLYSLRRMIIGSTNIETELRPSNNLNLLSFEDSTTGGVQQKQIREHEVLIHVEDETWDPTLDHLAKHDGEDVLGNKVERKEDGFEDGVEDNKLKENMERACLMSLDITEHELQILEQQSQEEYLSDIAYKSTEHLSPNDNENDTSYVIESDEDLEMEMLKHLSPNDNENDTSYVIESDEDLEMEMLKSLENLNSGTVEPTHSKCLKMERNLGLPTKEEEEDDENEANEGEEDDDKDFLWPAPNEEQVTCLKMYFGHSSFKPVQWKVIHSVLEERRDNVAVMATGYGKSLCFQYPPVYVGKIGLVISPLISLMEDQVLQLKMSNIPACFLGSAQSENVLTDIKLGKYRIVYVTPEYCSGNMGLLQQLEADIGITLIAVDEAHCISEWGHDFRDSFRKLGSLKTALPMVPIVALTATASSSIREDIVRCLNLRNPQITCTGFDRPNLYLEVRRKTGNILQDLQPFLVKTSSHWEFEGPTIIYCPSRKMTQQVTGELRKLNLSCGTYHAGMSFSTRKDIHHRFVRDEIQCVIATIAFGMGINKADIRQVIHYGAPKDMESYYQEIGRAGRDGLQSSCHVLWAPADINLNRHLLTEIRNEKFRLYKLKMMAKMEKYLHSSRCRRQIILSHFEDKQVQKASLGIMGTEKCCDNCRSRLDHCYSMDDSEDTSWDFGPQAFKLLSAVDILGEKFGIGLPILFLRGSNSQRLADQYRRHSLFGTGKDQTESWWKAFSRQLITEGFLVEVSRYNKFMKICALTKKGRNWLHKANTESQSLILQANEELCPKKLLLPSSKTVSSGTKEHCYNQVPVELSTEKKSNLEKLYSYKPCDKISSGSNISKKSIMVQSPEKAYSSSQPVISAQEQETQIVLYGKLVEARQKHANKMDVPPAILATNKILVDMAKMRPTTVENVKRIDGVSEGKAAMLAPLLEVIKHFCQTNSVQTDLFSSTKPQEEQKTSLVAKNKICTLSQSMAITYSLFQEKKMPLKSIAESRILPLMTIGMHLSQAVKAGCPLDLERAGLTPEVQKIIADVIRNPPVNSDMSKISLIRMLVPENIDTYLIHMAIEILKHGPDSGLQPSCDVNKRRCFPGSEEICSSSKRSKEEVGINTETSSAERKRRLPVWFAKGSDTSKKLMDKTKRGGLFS
#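 WRN at 20 nM final was preincubated with compound for 15 min at room temperature; reaction started with 100 nM forked duplex oligonucleotide carrying fluorophore and quencher plus 2 mM ATP (final). Unwinding followed kinetically by red fluorescence (ex 525/em 598 nm).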
# DRD3 antagonist = qHTS of D3 Dopamine Receptor Antagonist: qHTS; D3R cells, DiscoveRx beta-arrestin luminescence, antagonist mode; active compounds read low; max response, negative = inhibition, %; D(3) dopamine receptor (Homo sapiens), P35462; AID 652054, 2013; actives 2.5% (n = 360,000); in the data active means max response below about -50%; inconclusive means no clear call, values can overlap the other calls; further: on the % scale 0 is the no-effect control and ±100 the full control effect; mostly tested at two doses, the higher about 12 µM
#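 Cells plated overnight at 1500 cells/well, then exposed to library compounds with dopamine controls for 90 minutes at 37 degrees C. DiscoveRx reagent added for 30–60 minutes at room temperature; luminescence read, quantitative HTS format.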
# GLP-1R agonist = qHTS of GLP-1 Receptor Agonists | actives 0.007% (n = 380,000) | AID 624172, 2012 | HEK293 GLP-1R CRE-luciferase, luminescence, 4-6 h; cells express a hypersensitive GLP-1R form | Potency, µM (series often up to 45.6 µM), inactives show at the top dose activation, actives largely listed as activators | Glucagon-like peptide 1 receptor (Homo sapiens), P43220; further: potency means the concentration at half of the fitted maximal effect; % of control where 0% means no effect
# DRD3 agonist = qHTS of D3 Dopamine Receptor Agonist: qHTS; D(3) dopamine receptor (Homo sapiens), P35462; D3R DiscoveRx beta-arrestin cells, luminescence, 90 min; max activation, %; actives 0.58% (n = 410,000); AID 652048, 2013; in the data active means max activation above about 30%; further: 0% is about no effect; mostly tested at two doses, the higher about 12 µM
#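 Agonist mode: compounds and dopamine controls were applied to plated cells for 90 min at 37 degrees C after an overnight attachment at 1500 cells/well. Luminescent read-out followed 30 - 60 minutes at room temperature with DiscoveRx detection reagent.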
# IL-2 act = qHTS of IL-2 Activators; IL-2 activation reporter assay, cell-based qHTS; stimulated with anti-CD3/CD4/CD28 beads; in transgenic mouse T cells; activation, % (series mostly up to about 46 µM); actives 0.065% (n = 360,000); AID 652025, 2013; in the data active means activation above about 50%; inconclusive means mostly about 30% to 49%; further: 0% is about no effect
#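 Screening format: compound pinned onto unstimulated transgenic mouse T cells, 60 min incubation, then anti-CD3/anti-CD4/anti-CD28 bead stimulation for 18 hours at 37 degrees C, followed by EGFP and DsRed detection.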
# * hit, by the source's call; u = inconclusive; x = no result given; [ ] = remark or other dose. Unless noted, the call rests on the fitted dose curve; in most records, active means well fitted curve in the direction sought with a large enough effect; inconclusive means small, poorly fitted or top-dose-only effect, or another doubt; inactive means no such curve, though single readings can be large; an effect the other way counts as inactive or inconclusive.
SMILES,HEK293 tox,PLK1 PBD block,GLP-1R inv ag,PI5P4Ka inh,WRN helicase inh,DRD3 antagonist,GLP-1R agonist,DRD3 agonist,IL-2 act
O=C(COc1ccc([N+](=O)[O-])cc1)Nc1cccc2nsnc12,4.9%,10.0%,2.5%,2.7,-31.2%,2.6,8.3%,-2.4,2.8
CC(=O)c1ccc(NC(=O)c2cc(Cl)nc3ccccc23)cc1,0.4%,-8.9%,-4.3%,-7.0,-12.0%,0.0,0.0%,4.0,-4.3
COC(=O)/C(C#N)=C/c1c(N2CCCCCC2)nc2c(C)cccn2c1=O,-9.7%,-8.8%,-21.4%,1.2,1.3%,-17.4,8.3%,-1.3,-2.2
Cc1cc(=O)n2cn[nH]c2n1,-3.1%,2.5%,1.6%,1.8,5.9%,1.6,0.3%,0.9,0.3
CC(C)CNC(=O)COC(=O)CNC(=O)c1cc(Cl)cc([N+](=O)[O-])c1,-10.4%,-8.6%,3.2%,-0.5,-1.7%,25.6,-1.2%,-2.5,-0.1
CS(=O)(=O)c1ccc2nc(NC(=O)c3ccc(Cl)cc3)sc2c1,-16.4%,2.9%,4.0%,-0.4,-2.3%[57.1 µM],22.3,7.9%,10.8,0.1
CSc1ccccc1NC(=O)c1cc(C)on1,-9.6%,-24.0%,5.7%,x,1.6%,-10.9,0.8%,0.5,-2.3
COC(=O)Nc1ccc(S(=O)(=O)N2CCCc3cccc(O)c32)cc1,-26.0%,-14.1%,u,-3.3,-4.2%,-23.7,-1.3%,0.0,-1.0
CCN(c1ccc(NC(=O)COC(=O)C(C)N=C2NS(=O)(=O)c3ccccc32)cc1)C(C)C (stereo not drawn),-20.9%,7.4%,0.2%,1.3,-7.5%,10.2,7.7%,-5.4,-0.2
O=C(Cn1c(=O)n(CCCC(=O)NC2CCCC2)c(=O)c2ccccc21)NCCC1=CCCCC1,22.6%,-7.3%,9.7%,-1.7,0.8%,0.0,-6.7%,-0.8,-0.3
CN(C)CCCNc1oc(-c2ccc(Cl)cc2)nc1C#N,-8.1%,-0.2%,5.01µM*,2.1,6.8%,-16.7,-10.9%,-0.9,0.8
CC(C(=O)O)N(c1ccccc1Cl)S(C)(=O)=O (stereo not drawn),u,-0.6%,1.8%,0.5,4.5%,-12.2,-1.1%,7.5,0.3
Cc1ccc(C(=O)Nc2sc(Cc3ccc4c(c3)OCO4)c(C)c2C(N)=O)cc1,u,-5.8%,u,3.1,-5.9%,-19.5,0.0%,-9.3,-2.3
O=S1(=O)N[C@@H](Cc2ccccc2)COc2cccc(N3CCN(Cc4ccccc4F)CC3)c21,-5.2%,-3.1%,u,-5.5,-4.3%,u,-7.6%,-9.9,-1.1
O=C(CN1C(=O)NC2(CCOc3ccccc32)C1=O)c1cccs1 (stereo not drawn),10.6%,5.2%,0.0%,2.2,-9.8%,1.7,9.6%,-13.8,0.5
COCC(=O)Nc1nnc(SCC(=O)N2C(C)CCCC2C)s1 (stereo not drawn),-4.2%,-25.7%,0.2%,5.7,-0.3%,-9.2,-1.1%,7.3,-2.7
CCOC(=O)C1=C(C)NC(=O)NC1c1c(C)nn(-c2ccccc2)c1Cl (stereo not drawn),-1.7%,-5.9%,0.4%,-8.9,-33.1%,-16.9,0.3%,-29.4,0.4
CC(C)(C)c1ccc(OCCC(=O)Nc2cccc(S(=O)(=O)N3CCOCC3)c2)cc1,13.6%,0.7%,u,11.7,-19.9%,10.0,12.1%,6.0,-4.8
CCOc1ccccc1-n1nnnc1SCC(=O)Nc1cc2oc3ccccc3c2cc1OC,6.5%,5.6%,8.4%,x,-4.2%[57.1 µM],1.6,-0.7%,8.6,-2.7
O=C(NCc1nnc2c(C(F)(F)F)cc(Cl)cn12)c1ccco1,2.3%,-12.2%,-10.7%,-7.9,-2.4%,-0.7,0.5%,0.6,-3.3
O=S1(=O)N=C2CCCCCN2C(c2ccccc2)N1 (stereo not drawn),7.6%,-5.8%,8.2%,-0.7,4.6%,-1.3,-7.6%,0.9,0.1
Cc1ccc(N)cc1CN1CCCC1=O,-5.1%,-9.0%,2.2%,-3.8,-29.6%[57.1 µM],0.0,8.6%,-5.7,-1.9
Cc1cccc(NC(=O)N2CCC(n3nnc4cc(C)ccc43)CC2)c1,-16.3%,2.4%,10.9%,0.0,6.0%,-0.3,-4.5%,-2.3,-1.4
Cc1cccc(C)c1N1C(=O)C2ON(c3ccccc3)C(c3ccncc3)C2C1=O (stereo not drawn),-10.4%,-7.8%,2.4%,1.3,17.9%,20.6,-12.4%,-0.3,-3.4
Cc1cc(NS(=O)(=O)c2ccc(N3C(=O)C4C5C=CC(C5)C4C3=O)cc2)nc(C)n1 (stereo not drawn),2.0%,-17.9%,21.8%,-1.0,-2.1%,0.0,0.2%,-1.4,-3.8

# Reprinted at random: three records from the list, in no set order.
SMILES,HEK293 tox,PLK1 PBD block,GLP-1R inv ag,PI5P4Ka inh,WRN helicase inh,DRD3 antagonist,GLP-1R agonist,DRD3 agonist,IL-2 act
O=C(NCc1nnc2c(C(F)(F)F)cc(Cl)cn12)c1ccco1,2.3%,-12.2%,-10.7%,-7.9,-2.4%,-0.7,0.5%,0.6,-3.3
O=C(Cn1c(=O)n(CCCC(=O)NC2CCCC2)c(=O)c2ccccc21)NCCC1=CCCCC1,22.6%,-7.3%,9.7%,-1.7,0.8%,0.0,-6.7%,-0.8,-0.3
Cc1ccc(C(=O)Nc2sc(Cc3ccc4c(c3)OCO4)c(C)c2C(N)=O)cc1,u,-5.8%,u,3.1,-5.9%,-19.5,0.0%,-9.3,-2.3

# Continued:
SMILES,HEK293 tox,PLK1 PBD block,GLP-1R inv ag,PI5P4Ka inh,WRN helicase inh,DRD3 antagonist,GLP-1R agonist,DRD3 agonist,IL-2 act
C/C(=N\N=C1\NC(=O)C(CC(=O)Nc2ccccc2F)S1)C1CCCCC1 (stereo not drawn),-15.1%,-3.0%,-16.0%,-2.5,-10.4%,21.9,8.5%,9.1,-4.3
CCOC(=O)N1CCN(C(=O)C[C@@H]2C[C@@]3(C(=O)OC)CCCCC=C3N(Cc3ccc4c(c3)OCO4)C2=O)CC1,-12.8%,-0.3%,-28.5%,-1.8,1.9%,16.4,x,2.9,0.3
Cc1cccc2nc(CSc3ccccc3N)cn12,6.9%,u,-18.7%,-5.4,5.4%,-24.2,-0.2%,-5.8,0.0
CCn1nnnc1SCC(=O)c1cccc(OC)c1,-0.5%,u,9.0%,-1.7,1.1%,6.2,8.0%,0.7,-1.1
CN1C(=O)[C@H]2[C@@H](C3CC3)N3C(=O)CN(Cc4ccccc4)C(=O)[C@@]3(C)[C@H]2C1=O,-29.6%,-9.0%,5.8%,1.0,-0.9%,-7.1,12.0%,-5.0,0.5
Cc1ccc(CNC(=O)c2ccc3c(c2)S(=O)(=O)c2ccccc2C3=O)cc1,-15.7%,-8.1%,19.9%,-3.4,3.4%,3.7,-1.1%,-14.7,-0.4
COc1ccc(/C=N/OCC(=O)Nc2nc3ccccc3s2)cc1,1.9%,-5.3%,17.5%,-2.6,5.2%,6.9,-3.8%,3.1,-0.4
CC(C)NC(=O)c1cc2c(Cl)nc3ccccc3c2s1,5.0%,x,37.8%,x,x,x,-3.4%,3.9,x
CCSc1nncn1/N=C/c1ccc(OC)c(OC)c1,-0.5%,4.0%,243.7%[activator],-3.4,-4.4%,-19.9,24.5%,6.0,4.0
O=c1[nH]c(-[n+]2ccc3ccccc3c2)c(/C=N/N=C(\[O-])c2ccccc2)s1,16.9%,-25.2%,30.3%[activator],-13.1,-12.6%,-7.3,-2.1%,-4.7,3.2
O=C1c2ccccc2-n2c1nc1ccccc1c2=O,3.0%,-3.2%,-24.2%,-3.5,-3.0%,u,1.3%,-14.3,-0.2
Cn1c(-c2csc(-c3ccccc3)n2)n[nH]c1=S,u,-26.3%,u,-24.6,-1.7%,-28.1,3.4%,8.3,-1.0
CC1(C)Cc2cccc(OCC(=O)Nc3nccs3)c2O1,-11.9%,-20.4%,-15.6%,1.0,-0.9%,4.4,-1.9%,-3.5,-3.1
Cc1ccc(Cn2ccc(=O)c(OCc3ccccc3)c2C)cc1,-1.7%,1.6%,-12.3%,12.6,6.1%,13.5,4.0%,-2.3,0.2
Cc1cc2c(OCC(O)CN3CCCCC3)cccc2[nH]1 (stereo not drawn),0.3%,-2.5%,-11.2%,-1.4,-0.4%,-15.7,-4.0%,-7.3,-2.1
Cc1ccc(C(=O)N2CCNC(=O)C2CC(=O)Nc2ccc(F)cc2)cc1C (stereo not drawn),-1.8%,u,13.1%,3.3,5.5%,7.3,9.1%,4.2,1.9
Cc1ccc(C(=O)Nc2ccccc2OC(F)F)cc1,5.0%,-4.5%,0.0%,x,-5.4%,-9.9,4.9%,19.9,0.7
Cc1ccc(N2CC(C(=O)NC3CCSC3=O)CC2=O)cc1 (stereo not drawn),3.2%,1.7%,0.0%,x,-0.3%,18.3,3.2%,-2.8,1.9
c1cc(Nc2cccc3nccnc23)c2nccnc2c1,u,2.9%,2.7%,-3.4,-9.1%,17.2,20.0%,4.9,1.1
COc1ccc(CNC(=O)CCN2C(=O)c3ccccc3S2(=O)=O)cc1,-4.0%,-0.5%,25.2%,-3.2,-6.0%,0.2,0.1%,4.0,0.8
CCN(N)C(=S)Nc1ccc(F)cc1,5.4%,-8.9%,5.5%,-0.2,-10.1%,-2.8,9.2%,0.3,-3.6
CC1(C)Cc2c(cnn2-c2cccc(F)c2)C(NC(=O)CN2CCCC2=O)C1 (stereo not drawn),-8.8%,-5.6%,9.6%,-1.7,1.1%,-12.0,4.6%,3.7,1.7
CCn1c(COc2ccccc2)nnc1SCc1ccc(C#N)cc1,15.6%,-7.8%,-43.5%,4.3,-20.2%,-18.6,-0.6%,-3.5,-0.1
